Screening results (PubChem)
PERK inh – block of dimerizer-induced PERK translation repression, primary screen, PERK inhibitor project, CHO PERK-DD cells, SEAP luminescence, HTS | CHO PERK-DD fusion, SEAP luminescence translation reporter | 220,000 compounds, 0.17% hits | Eukaryotic translation initiation factor 2-alpha kinase 3 (Homo sapiens), Q9NZJ5 | inhibition, % at 5.6 µM;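 active = inhibition above the mean inhibition of all tested compounds plus 3 SD, set separately per screening campaign, cut at about 2.9% in these data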;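 also: PERK kinase domain activated by AP20187 dimerizer at 100 nM; 0% = DMSO with dimerizer and 100% = rapamycin at 8.4 µM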
TNF death inh – inhibitors of TNF-alpha triggered necroptosis, primary screen, cell-based, Jurkat FADD-/-, single concentration. Jurkat FADD-/- TNF necroptosis rescue, ATP luminescence, 24 h; 0 = TNF only, 100 = no-TNF cells. activation (protection from cell death), % at 10 µM. 220,000 compounds, 0.068% hits;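 active = activation, meaning protection from cell death, of at least 50% relative to plate controls; inactive = activation below 50%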;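 also: necroptosis triggered by 40 ng/mL TNF-alpha added together with compound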
Runt-CBFb FRET – inhibitors of RUNX1 Runt–CBFb binding, primary screen, biochemical, FRET, Cerulean-Runt, Venus-CBFb, uHTS; inhibition, % at 20 µM; Cerulean-Runt/Venus-CBFb FRET ratio 530/480, 1 h; 220,000 compounds, 0.46% hits; AID 1496, 2009; Runt-related transcription factor 1 (Homo sapiens) + Core-binding factor subunit beta …;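 active = inhibition over about 50% at 20 µM in the single-dose screen, limit read from the data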;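 also: 0% = DMSO wells and 100% = excess unlabeled CBFb competitor control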
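test system = Cerulean-Runt domain fusion protein, energy donor | probe or stimulus = Venus-CBFb binding partner, 100 nM | incubation = two 1 h room-temperature incubations shielded from light | detection = fluorescence energy transfer, 422 nm excitation, 530/480 nm emission | measure = loss of energy transfer signal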
RBBP9 inh – human RBBP9 inhibitors, primary screen, biochemical, fluorescence polarization, FP-Rh probe, HTS. 220,000 compounds, 0.2% hits. recombinant RBBP9. Serine hydrolase RBBP9 (Homo sapiens), O75884. inhibition, % at 7.94 µM;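 active = inhibition above the campaign mean of all tested compounds plus 3 SD, cut at about 14% in these data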;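 also: plate controls were DMSO wells with RBBP9 for no effect and wells lacking RBBP9 protein for full effect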
Target sequence (O75884 whole entry, looked up): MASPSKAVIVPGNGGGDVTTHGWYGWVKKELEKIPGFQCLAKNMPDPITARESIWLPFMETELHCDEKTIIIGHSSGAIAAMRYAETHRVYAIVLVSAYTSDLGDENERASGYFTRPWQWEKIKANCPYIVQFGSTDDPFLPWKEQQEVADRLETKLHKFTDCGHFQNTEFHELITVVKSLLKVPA
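Material: RBBP9 protein. Amount: RBBP9 at 2.5 µM in dispensed solution, before mixing. Schedule: 30 min then 45 min, 25 °C. Medium: Tris buffer pH 8.0, NaCl, Pluronic. Measured by: fluorescence polarization. Measure: percent inhibition from mP, scaled between DMSO and no-protein wells. Replication: one well per compound.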
EP2 mod – EP2 receptor modulators, cAMP readout, primary screen, cell-based, HTRF cAMP, PGE2 stimulation | Prostaglandin E2 receptor EP2 subtype (Homo sapiens), P43116 | EP2-expressing cells, cAMP HTRF FRET, PGE2 co-stimulation | induction, % at 25 µM | 260,000 compounds, 0.83% hits;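 active = compounds whose cAMP rise, as percent of the full-agonist control response, exceeds 60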;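 also: rat C6 glioma line stably carrying human EP2 under a CMV promoter; the protocol text gives 20 µM as final concentration; 100% = response of wells given 1 µM PGE2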
Target sequence (P43116 whole entry, looked up): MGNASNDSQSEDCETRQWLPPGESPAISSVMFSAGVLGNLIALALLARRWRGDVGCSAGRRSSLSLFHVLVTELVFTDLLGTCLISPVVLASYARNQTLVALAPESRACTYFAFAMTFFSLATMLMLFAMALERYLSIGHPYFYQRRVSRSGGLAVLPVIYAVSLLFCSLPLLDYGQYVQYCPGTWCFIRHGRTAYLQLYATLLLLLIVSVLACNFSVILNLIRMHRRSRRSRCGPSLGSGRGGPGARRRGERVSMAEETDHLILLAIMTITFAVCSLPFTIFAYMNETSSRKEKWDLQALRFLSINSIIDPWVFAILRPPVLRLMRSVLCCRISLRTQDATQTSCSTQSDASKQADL
Hck Nef HTS – inhibitors of Nef-activated human Hck kinase, primary screen, biochemical, Z-Lyte FRET, 384-well, Hck-YEEI | Recombinant Hck-YEEI plus Nef, Z-Lyte FRET kinase assay | inhibition, % at 20 µM | 220,000 compounds, 0.68% hits;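 active = Hck-Nef kinase inhibition above about 50%, limit read from the data; inactive = inhibition below that limit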;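 also: 0% = DMSO with Hck plus Nef and 100% = Hck alone without Nef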
Target sequence (P08631 whole entry, looked up): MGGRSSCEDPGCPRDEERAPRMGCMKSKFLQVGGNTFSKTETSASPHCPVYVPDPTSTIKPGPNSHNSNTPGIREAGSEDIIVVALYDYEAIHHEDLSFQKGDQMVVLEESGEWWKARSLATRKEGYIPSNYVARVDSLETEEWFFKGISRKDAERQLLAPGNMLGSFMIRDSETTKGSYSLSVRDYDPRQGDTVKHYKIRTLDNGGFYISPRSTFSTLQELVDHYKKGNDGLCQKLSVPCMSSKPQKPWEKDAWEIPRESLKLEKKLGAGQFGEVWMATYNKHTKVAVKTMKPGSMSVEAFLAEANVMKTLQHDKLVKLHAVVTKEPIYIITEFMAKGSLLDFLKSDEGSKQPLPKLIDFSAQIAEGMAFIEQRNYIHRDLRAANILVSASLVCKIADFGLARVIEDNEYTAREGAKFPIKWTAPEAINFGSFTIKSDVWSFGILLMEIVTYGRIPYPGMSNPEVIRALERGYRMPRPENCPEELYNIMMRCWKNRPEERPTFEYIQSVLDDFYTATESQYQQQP
EP2 antag – human EP2 receptor antagonists, primary screen, TR-FRET cAMP, C6 glioma cells. C6 glioma cells expressing human EP2; cells stimulated with saturating PGE2. 260,000 compounds, 0.52% hits. inhibition, % at 25 µM. Prostaglandin E2 receptor EP2 subtype (Homo sapiens), P43116. AID 1422, 2008;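 active = percent inhibition above 40 after rounding to a whole number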;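 also: rat C6 glioma host cells with rolipram phosphodiesterase inhibitor present; the protocol text gives 20 µM as final concentration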
Runt-SMMHC FRET – inhibitors of RUNX1 Runt–CBFb-SMMHC binding, primary screen, biochemical, FRET, Cerulean-Runt, Venus-CBFb-SMMHC, uHTS. Runt-related transcription factor 1 (Homo sapiens) + Core-binding factor subunit beta …. Cerulean-Runt/Venus-CBFb-SMMHC FRET ratio 530/480, 1 h. inhibition, % at 20 µM. 220,000 compounds, 0.74% hits. AID 1434, 2008;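 active = mean inhibition across duplicate retests at 20 µM reaching about 50%, limit read from the data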;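 also: 0% = DMSO wells and 100% = wells with excess untagged CBFb-SMMHC; inhibitors lower the FRET ratio by blocking Runt binding to CBFb-SMMHC; some results filed as inactive read as strong as hits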
L929 necroptosis – inhibitors of zVAD-triggered necroptosis, primary screen, L929 cells | L929 zVAD necroptosis rescue, ATP luminescence, 24 h; with zVAD 60 µM | viability rescue, % at 10 µM | 220,000 compounds, 0.38% hits | AID 1377, 2008;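 active = activation, scaled between plate controls, above about 75%, limit read from the data; inactive = activation under that limit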;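 also: 0% = zVAD with DMSO and 100% = DMSO alone without zVAD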
The depositor's hits bear a star; / = no result given. The list is partial (hit frequency here may not be typical).

SMILES	PERK inh	TNF death inh	Runt-CBFb FRET	RBBP9 inh	EP2 mod	Hck Nef HTS	EP2 antag	Runt-SMMHC FRET	L929 necroptosis
O=C(Nc1cccnc1)C1(F)C(F)(F)C(F)(F)C(F)(F)C(F)(F)C1(F)F	0.9	-0.8	-4.1	-4.7	17.6	1.7	3.3	-2.2	11.4
c1ccc(N2CCN(Cc3cn4cccnc4n3)CC2)cc1	-0.2	-0.1	0.8	-11.9	17.0	6.8	10.0	-0.9	0.5
COC(=O)c1nc(N)sc1-c1ccc(Cl)c(Cl)c1	0.5	-0.9	-1.0	0.1	11.1	23.5	5.6	-2.6	1.5
O=c1[nH]cnc2scc(-c3ccsc3)c12	1.2	-0.5	-2.3	5.8	-2.1	-3.4	8.2	1.6	2.9
CCOC(=O)C1=C(C)N[C@@]2(O)c3ccccc3C(=O)[C@@]12O	1.1	-3.1	5.5	-1.8	-13.8	-0.9	12.4	2.3	-0.2
Cc1c(N=Cc2cccs2)c(=O)n(-c2ccccc2)n1C	0.8	-2.4	-1.1	-10.7	4.3	3.5	6.7	0.1	-0.1
Cc1ccc(S(=O)(=O)NC(=NC(C)C(=O)O)c2ccccc2)cc1 (stereo not given)	1.2	-1.5	-2.1	-14.2	17.0	1.9	-2.8	4.1	-0.4
CCCCC(=O)Nc1sc2c(c1C(=O)OCC)CCC(C=O)=C2Cl	-0.1	-25.6	-9.6	-4.2	63.4*	1.9	5.4	-7.7	27.5
CCn1c2c(c(=N)c3c1CCC3)CCCC2	1.0	-4.4	2.0	2.4	2.2	-12.7	3.0	-0.3	0.4
O=C1c2ccccc2C(=O)N1c1cccnc1	0.9	0.9	2.1	0.6	26.9	3.4	9.9	2.8	0.2

2 entries picked at random from those above, as already listed:
SMILES	PERK inh	TNF death inh	Runt-CBFb FRET	RBBP9 inh	EP2 mod	Hck Nef HTS	EP2 antag	Runt-SMMHC FRET	L929 necroptosis
O=c1[nH]cnc2scc(-c3ccsc3)c12	1.2	-0.5	-2.3	5.8	-2.1	-3.4	8.2	1.6	2.9
O=C(Nc1cccnc1)C1(F)C(F)(F)C(F)(F)C(F)(F)C(F)(F)C1(F)F	0.9	-0.8	-4.1	-4.7	17.6	1.7	3.3	-2.2	11.4

(more compounds)
SMILES	PERK inh	TNF death inh	Runt-CBFb FRET	RBBP9 inh	EP2 mod	Hck Nef HTS	EP2 antag	Runt-SMMHC FRET	L929 necroptosis
Cc1cc(C)c(NC(N)=S)c(C)c1	0.7	0.1	-0.9	-11.6	-5.9	-2.2	4.2	2.8	-1.1
CC(C)Oc1ccc(CC(=O)NNC(=S)Nc2ccc(Br)cc2)cc1	-0.5	0.7	0.3	9.0	3.2	-3.6	4.4	3.8	/
COc1cccc(NC(=O)N2CCN(c3ccc(C(F)(F)F)cn3)CC2)c1	0.8	1.0	-1.3	-4.5	-7.4	1.3	/	-0.8	1.2
CCCCC(=O)NC(=S)Nc1c(C)cc(Br)cc1C	0.9	1.1	2.6	-8.8	12.2	-0.5	11.0	6.6	1.2
COCCCn1c2nc3ccccc3nc2c2c(=O)n(-c3ccccc3OC)cnc21	-0.9	-0.1	-1.0	2.4	26.3	-0.5	24.4	1.9	0.0
CS(=O)(=O)c1ccc(C(=O)Nc2ccc(N3CCOCC3)cc2)c(Cl)c1	-0.7	0.2	-0.8	0.1	-28.0	-18.9	3.6	-2.4	3.0
CCOC(=O)CCSc1nc(C)cc(C(F)(F)F)c1C#N	1.3	-2.7	-15.2	-5.3	19.8	7.2	20.3	-72.4	-1.5
Cc1nc(NC(CC(C)C)C(=O)O)c2nc(C)oc2n1 (stereo not given)	0.5	-0.6	-2.5	-1.1	5.0	-17.6	7.8	-3.1	0.1
CC1CCN(C(=O)C2CCCCN2S(=O)(=O)c2cccc([N+](=O)[O-])c2)CC1 (stereo not given)	-0.4	-0.4	-0.3	-1.9	-24.9	8.6	5.7	-2.1	-0.9
O=C(c1ccco1)N1CCN(c2ncnc3c2[nH]c2ccc(Cl)cc23)CC1	-0.3	-0.2	0.3	-7.4	-42.4	-0.8	23.3	-1.1	/
COc1ccc(-c2nnn(CC(=O)N(CC(=O)NC3CCCC3)Cc3ccco3)n2)cc1OC	-0.2	-0.9	-3.4	-5.2	-33.9	20.9	5.6	0.2	1.0
Cc1cc(NC(=O)COc2ccc(Cl)cc2Cl)n(-c2ccccc2)n1	-0.4	-0.8	-1.0	7.5	-5.4	0.9	8.9	1.0	-0.1
CCN1CCN(c2cc3nc(C)n(Cc4ccccc4)c(=O)c3cc2NC(=O)c2ccccc2F)CC1	-0.1	-15.5	-4.1	-3.8	3.6	24.6	7.1	4.5	-2.8
CCCCc1n[nH]c2c1/C(=N/O)CC(C)(C)C2	0.2	-0.6	-1.9	-5.4	30.8	18.9	1.1	-1.6	0.0
Cn1c(SCC(=O)Nc2ccc(Br)cc2)nc(O)cc1=O	1.3	0.5	-0.6	-10.5	0.2	22.2	3.7	0.4	-0.5
Cc1ccc(S(=O)(=O)N(C)CC(=O)Nc2cccc(C)n2)cc1	-0.9	-0.8	1.7	0.6	-1.6	0.6	4.4	-3.4	0.3
CSc1cccc(NS(=O)(=O)c2ccc(C(C)=O)cc2)c1	1.3	-1.6	0.3	-4.1	-41.6	-3.2	8.6	-5.0	0.1
CCC(C)Nc1nc(N)c([N+](=O)[O-])c(Nc2cc(OC)ccc2OC)n1 (stereo not given)	-1.8	-14.1	-3.2	-4.0	36.0	52.5*	4.3	-1.6	22.6
OCC1(C2=NOC(O)(C(F)(F)F)C2)CCCCC1 (stereo not given)	1.2	2.4	-1.8	-6.6	12.7	1.2	8.5	-2.5	2.3
CCOC(=O)c1cnc2ccc(C)cc2c1NCCO	0.4	6.1	0.2	8.2	24.7	11.4	9.0	2.5	-0.3
c1csc(CNc2ncnc3nc[nH]c23)c1	0.5	-1.8	3.9	-7.6	-8.9	2.9	14.6	-4.1	12.4
CSc1cccc(NC(=O)CN(c2ccc(C)cc2C)S(C)(=O)=O)c1	0.2	-0.6	0.5	-5.0	-26.9	0.2	11.8	2.2	0.0
Cc1cc(C)n(-c2ccc(C(=O)OCC(=O)NCc3ccco3)cc2)n1	0.7	-3.3	-1.2	-3.9	-6.1	-2.0	10.9	4.1	-0.2
CCCc1nc2ccccc2c(C(=O)OCC(=O)c2ccc3c(c2)NC(=O)CO3)c1CC	-1.1	0.5	-12.6	-7.6	39.1	-1.1	2.8	-2.8	-0.7
CCOC(=O)c1cccc(NC(=O)C(C)N2C(=O)c3ccccc3C2=O)c1 (stereo not given)	0.1	0.9	-0.8	-3.5	-24.2	1.0	12.2	-0.2	-0.1
CC1Cc2ccccc2N1C(=O)C1CCN(S(=O)(=O)c2cccs2)CC1 (stereo not given)	1.2	-0.8	-0.1	2.9	-21.1	0.4	10.4	-2.6	1.8
CC(=O)c1cc(OC(=O)c2ccncc2)ccc1OC(=O)c1ccncc1	-0.1	-5.7	5.2	-7.7	-15.1	12.4	9.7	2.6	-0.2
CCC(C)(C(=O)NC1CCCC1)N(C(=O)c1ccccn1)c1ccc(C)cc1 (stereo not given)	-1.3	-0.2	0.1	-1.1	0.1	-0.2	6.1	-2.2	0.7
Nc1c2c(nc3ccccc13)N(c1ccccc1)CC2	/	/	6.4	/	-13.5	/	11.4	-12.3	/
CC(C)N1CCN(Cc2ccc(C#CC(C)(C)O)cc2)CC1CCO (stereo not given)	0.5	1.6	/	-6.6	-13.1	22.0	16.6	/	1.7
COc1cc2c(cc1NC(=O)CSc1ccccc1)oc1ccccc12	0.1	3.9	0.5	-1.3	10.0	2.3	5.7	-1.9	0.3
O=C(c1cccc([N+](=O)[O-])c1)n1nc(-c2ccccc2)nc1NCc1ccccc1	-0.8	4.1	-0.9	-1.0	7.6	1.7	7.4	2.4	80.3*
C=CCn1c(SCc2c(C)noc2C)nc2sc3c(c2c1=O)CCCCC3	0.5	-3.7	-3.4	-5.4	20.9	-7.3	5.1	4.4	-0.8
CC(C)C(C)(C#N)NC(=O)CSc1nc2scc(-c3ccc(F)cc3)c2c(=O)n1Cc1ccccc1 (stereo not given)	-0.5	4.3	-0.4	-5.5	17.8	0.6	8.4	-1.2	0.0
CC(=O)N(C(C)=O)c1c(N2CCOCC2)c2ccccc2oc1=O	1.1	-0.7	-0.4	-9.3	8.1	-0.8	4.2	3.9	0.1
COc1ccc(/C=N/c2c(-c3ccc(OC)cc3)nc3n2CCS3)cc1	0.1	-8.1	0.9	-1.8	-7.7	9.3	12.8	8.4	-0.3
Cc1nnc(NC(=O)CCC(=O)N2CCC(C)CC2)s1	0.1	0.6	1.3	-10.6	2.1	-0.7	10.2	-1.1	0.9
Cc1cc(N2CCCCC2)n2nc(C)c(-c3ccccc3)c2n1	-1.4	-1.7	-2.4	5.8	56.3	2.1	7.1	-6.8	0.5
COc1ccc(C(=O)NCCCc2nc3ccccc3n2Cc2cc(C)ccc2C)cc1OC	-0.4	1.8	-5.2	-5.5	24.9	-4.3	15.4	-6.3	/
O=C(NCc1ccccn1)c1ccc(CNS(=O)(=O)c2cccc(C(F)(F)F)c2)cc1	-0.3	-0.1	-1.4	-6.7	9.0	2.9	3.3	2.6	-1.1
O=C(CN1C(=O)CCS(=O)(=O)c2ccccc21)Nc1cccc(F)c1	0.4	3.7	-0.2	3.7	13.2	0.0	10.0	-0.7	0.9
CN(C)CCn1c(=S)[nH]c2ccc(Cl)cc2c1=O	0.4	-0.4	1.7	-8.3	-14.8	8.4	1.2	-2.2	1.3
CCC(Sc1ccccn1)C(=O)Nc1nnc(C)s1 (stereo not given)	-0.2	31.5	2.2	3.8	11.2	5.3	4.8	-5.6	0.6
Cc1ccc(/C=C2/NC(=O)N(c3ccccc3)C2=O)o1	2.4	-2.3	28.1	1.0	-21.6	-0.9	4.2	21.6	0.2
Cc1sc(-n2cccc2)c(C(=O)O)c1C	0.9	0.4	4.0	8.4	23.6	-0.8	/	2.1	2.0
COc1ccc(NC(=O)c2ccc3nccnc3c2)cc1	1.1	-1.1	-1.4	-8.9	18.5	-8.7	1.4	-8.3	0.1
CCN1CCN(CCCCSc2ccccc2)CC1	0.2	3.7	3.1	3.8	-3.3	1.9	4.8	2.1	0.4
